Bioassay records as filed in PubChem.
PKM2 act: activators of human pyruvate kinase M2; purified PKM2, Kinase-Glo ATP luminescence, activation; response scale: 0% is enzyme alone, no compound; actives 0.34% (n = 260,000); AID 1631; P14618; Potency, µM (titrated, usually from 57.5 µM), for inactives: at the top dose activation, most hits filed as activators; note: potency is the fitted concentration of half-maximal effect; % is set by controls: 0 for no effect and ±100 for the full control effect; nearly all actives have a fitted effect of over 55% in size
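Purified hPK-M2 (>95% pure) converted ADP (0.1 mM final) to ATP with 0.5 mM PEP in 50 mM imidazole pH7.2, KCl, MgCl2, Tween 20, BSA; 1 h at room temperature. ATP detected by Kinase-Glo luminescence.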
Menin MLL FP TR: menin-MLL binding inhibition, Texas Red mutant peptide | O00255 | Menin + Texas Red MLL mutant peptide, fluorescence polarization | Potency, µM (highest dose often 61.6 µM), inactives show at the top dose FP activity change, negative = inhibition, actives largely listed as inhibitors | actives 0.23% (n = 270,000); active = well fitted inhibition curve with a large enough effect in the polarisation, with a control signal flat, not every such curve was filed as active; inconclusive = small, poorly fitted or top-dose-only effect, or effect the other way, or a change in a side signal; inactive = no such curve, though single readings can be large or run the other way; the % refers to the polarisation; note: potency is the fitted concentration of half-maximal effect; % of control where 0% means no effect; many of its hits are not listed in these tables
Target sequence (O00255 whole entry, looked up): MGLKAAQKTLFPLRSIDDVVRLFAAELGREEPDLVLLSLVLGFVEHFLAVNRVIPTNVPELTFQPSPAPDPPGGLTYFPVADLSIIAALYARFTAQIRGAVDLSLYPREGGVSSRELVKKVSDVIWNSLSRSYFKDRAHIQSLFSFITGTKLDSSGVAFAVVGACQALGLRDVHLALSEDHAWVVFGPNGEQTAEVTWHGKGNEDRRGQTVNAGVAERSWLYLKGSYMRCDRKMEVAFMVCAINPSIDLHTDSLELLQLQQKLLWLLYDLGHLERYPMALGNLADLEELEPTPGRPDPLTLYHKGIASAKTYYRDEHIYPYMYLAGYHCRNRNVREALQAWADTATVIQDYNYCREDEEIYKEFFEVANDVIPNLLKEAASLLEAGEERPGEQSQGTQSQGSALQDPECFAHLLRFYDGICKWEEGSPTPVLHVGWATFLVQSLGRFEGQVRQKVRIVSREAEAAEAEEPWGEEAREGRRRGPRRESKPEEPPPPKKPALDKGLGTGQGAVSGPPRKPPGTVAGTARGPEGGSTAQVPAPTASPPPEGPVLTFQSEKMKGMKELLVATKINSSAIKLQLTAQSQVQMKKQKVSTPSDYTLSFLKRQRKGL
hERG WT inh: inhibitors of human wildtype KCNH2 potassium channel; actives 0.37% (n = 340,000); AID 720551; U2OS, BacMam KCNH2, thallium flux FluxOr; stronger effect = lower value; activity change, % at 1.84 µM; Q12809;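 active = maximum activity change below -70%; inconclusive = maximum activity change between -70% and -50%; inactive = maximum activity change above -50%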; note: % is set by controls: 0 for no effect and ±100 for the full control effect
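U2OS cells were transduced with wild-type KCNH2 virus (2.03 x 10^8 / mL) for 4 h at room temperature, then cultured overnight at 37 C. Thallium flux was read with FluxOr dye. Rate constants were normalized to DMSO controls.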
Chronic BCR inh: blocks chronic active B-cell receptor signaling. ABC-DLBCL IkBa-CBG/CBR reporter, luminescence ratio, 4 h. Potency, µM (doses to about 46.1 µM), without a hit: top-dose ratio change, negative = lower green/red ratio, actives largely listed as inhibitors. actives 0.05% (n = 340,000). AID 493014; active = well fitted inhibition curve with a large enough effect in the signal ratio, with a control signal flat, not every such curve was filed as active; inconclusive = small, poorly fitted or top-dose-only effect, or effect the other way, or a change in a side signal; the % refers to the signal ratio;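 note: potency is the fitted concentration of half-maximal effect; plate controls were basal doxycycline-induced cells for no effect and cells given 10 µM MG132 for full effect; MG132 reads +100%, hits lower the ratio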
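TMD8 human ABC-DLBCL cells with doxycycline-inducible IκBα–green luciferase fusion and unfused red luciferase, in 0.5% FBS medium; compounds up to 46 uM, 4 h at 37C. Green/red luminescence ratio, filter-overlap corrected, fitted to concentration-response curves.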
TSHR antag: antagonists of human thyroid stimulating hormone receptor; P16473; TSHR-expressing cells, TSH-stimulated cAMP HTRF, 2 h; stronger effect = lower value; activity change, negative = inhibition, % at 11.5 µM; actives 0.2% (n = 330,000);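 active = activity change below a set negative limit, meaning inhibition stronger than a set level, cut at about -70% in these data; inconclusive = activity change between two set negative limits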; note: % is set by controls: 0 for no effect and ±100 for the full control effect
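Inhibition of cAMP made by TSHR-expressing cells under TSH stimulation (4nM final, EC80; 2 h, 37 deg C) is quantified with a one-step lysis HTRF kit, anti-cAMP cryptate versus cAMP-d2.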
GALK inh: galactokinase (human) inhibition; Purified GALK, Kinase-Glo residual ATP luminescence; P51570; Potency, µM (highest dose often 57.5 µM), for inactives: top-dose activity change, negative = inhibition, hits mostly inhibitors; actives 0.007% (n = 270,000); note: potency is the fitted concentration of half-maximal effect; % is set by controls: 0 for no effect and ±100 for the full control effect
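ATP-depletion format; final 35 uM ATP, 100 uM D-galactose, 5 nM enzyme; pH 8.0 HEPES/Mg2+ buffer; 60 min RT; luminescence read 10 min after detection reagent.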
Mito fusion yeast: blocks mitochondrial division or promotes mitochondrial fusion; Potency, µM (titrated, usually from 46.1 µM), without a hit: top-dose growth rescue (activation), actives largely listed as activators; S. cerevisiae fusion-defective mutant growth rescue, CellTiterGlo 48 h; actives 0.23% (n = 320,000);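 note: potency is the fitted concentration of half-maximal effect; % of control where 0% means no effect; nearly all actives have a fitted effect of over 45% in size; temperature-sensitive fusion mutants such as fzo1-1 at 37 °C on non-fermentable ethanol glycerol medium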
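Yeast fusion mutant, YPEG (non-fermentable carbon), compound, 48 h at 37C non-permissive; CellTiterGlo added, 10 min RT, luminescence read. Rescued growth = division inhibition.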
Eya2 inh: blocks the phosphatase activity of human Eya2. O00167. recombinant Eya2, OMFP fluorescence dephosphorylation (OMFP is methylfluorescein phosphate). Potency, µM (highest dose often 76.9 µM), without a hit: top-dose activity, negative = inhibition, actives largely listed as inhibitors. actives 0.006% (n = 330,000); note: potency is the fitted concentration of half-maximal effect; % is set by controls: 0 for no effect and ±100 for the full control effect
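Eya2 protein (added as 0.2 uM solution) was preincubated with compound for 10 min at ambient temperature in 50 mM HEPES pH 7.5, 50 mM NaCl, 5 uM MgCl2, 0.05% BSA, 1 mM DTT. OMFP (added at 50 uM) then reacted 10 min; fluorescence read at 485/525 nm.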
USP2a block: inhibitors of human ubiquitin-specific protease USP2a. O75604. USP2 core, Ub-CHOP2 coupled fluorogenic reporter, 485/531. Potency, µM (titrated, usually from 38.3 µM), for the others: top-dose activity change, negative = inhibition, actives largely listed as inhibitors. actives 0.01% (n = 330,000);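 note: potency is the fitted concentration of half-maximal effect; plate controls were DMSO wells for no effect and full inhibition by NEM control for full effect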
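Cell-free coupled assay: 10nM USP2 core preincubated 30min RT with compound in Tris-HCl pH 8.0/CaCl2/CHAPS buffer, then 25nM Ub-CHOP2 and 25nM reporter substrate; fluorescence (Ex 485/Em 531) read after 60min RT, normalized to NEM inhibition, concentration-response curves fitted.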
MBNL1 CUG block: inhibitors of human MBNL1 binding to CUG repeat RNA; AID 2675; Potency, µM (titrated, usually from 57.5 µM), inactives show top-dose activity change, negative = inhibition, most hits filed as inhibitors; actives 0.036% (n = 280,000); TR-FRET MBNL1-His/biotin-(CUG)12 binding, 665/545 ratio; Q9NR56; active = well fitted inhibition curve with a large enough effect in the signal ratio, with a control signal flat, not every such curve was filed as active; inconclusive = small, poorly fitted or top-dose-only effect, or effect the other way, or a change in a side signal; inactive = no such curve, though single readings can be large or run the other way; the % refers to the signal ratio; note: potency is the fitted concentration of half-maximal effect; % is set by controls: 0 for no effect and ±100 for the full control effect
Target sequence (Q9NR56 whole entry, looked up): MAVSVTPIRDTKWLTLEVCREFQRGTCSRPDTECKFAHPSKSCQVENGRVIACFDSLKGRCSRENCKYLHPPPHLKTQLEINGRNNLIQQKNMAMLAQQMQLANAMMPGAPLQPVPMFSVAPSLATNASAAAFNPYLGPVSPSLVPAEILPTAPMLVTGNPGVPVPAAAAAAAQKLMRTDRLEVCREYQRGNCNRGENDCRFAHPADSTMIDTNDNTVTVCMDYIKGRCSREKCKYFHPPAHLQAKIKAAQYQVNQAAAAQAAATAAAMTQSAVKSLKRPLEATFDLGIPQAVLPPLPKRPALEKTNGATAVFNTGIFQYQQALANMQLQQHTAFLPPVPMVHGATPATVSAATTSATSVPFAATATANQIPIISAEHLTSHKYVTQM
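Compounds (final 92 nM to 58 uM) are added to His-tagged MBNL1 and biotin-(CUG)12, then terbium anti-His antibody and streptavidin-XL665 (5 nM final). After 60 min at room temperature, the 665/545 nm ratio is read.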
ASM inhibitor: inhibitors of human secretory acid sphingomyelinase; placental ASM, HMU-PC fluorogenic substrate, 60 min; Potency, µM (doses to about 57.5 µM), inactives show at the top dose activity change, negative = inhibition, most hits filed as inhibitors; actives 0.006% (n = 340,000); note: potency is the fitted concentration of half-maximal effect
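qHTS format. ASM enzyme prepared from human placenta hydrolyses the fluorogenic substrate HMU-PC0 (9 uM final) over 60 min at 37 °C after a 10 min compound preincubation.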
Numbers without * were called inactive; i = inactive; ? = inconclusive; . = not tested or not shown; [ ] = dose if it differs, or a comment. Unless noted, calls come from the whole dose curve; as a rule, active = well fitted curve in the direction sought with a large enough effect; inconclusive = small, poorly fitted or top-dose-only effect, or another doubt; inactive = no such curve, though single readings can be large; an effect the other way counts as inactive or inconclusive.

SMILES	PKM2 act	Menin MLL FP TR	hERG WT inh	Chronic BCR inh	TSHR antag	GALK inh	Mito fusion yeast	Eya2 inh	USP2a block	MBNL1 CUG block	ASM inhibitor
Cc1ccc(-n2nc3c(c2NC(=O)c2c(-c4ccccc4Cl)noc2C)CSC3)cc1	-2%	2%	-13	?	7	-1%	2%	-14%	3%	9%	-1%
CCOc1ccc(C(=O)N2CCCC(c3nc(-c4cccs4)no3)C2)cc1 (stereo not drawn)	7%	.	5	5%	-3	4%	21%	-30%	13%	-7%	-2%
Cc1cc(C)c(NC(=O)COC(=O)C2CCN(c3ccc(C(F)(F)F)cn3)CC2)c(Cl)c1	.	.	2	5%	-10	.	4%	?	-2%	.	.
CCOc1ccc(C(=O)Nc2cc(C)ccn2)cc1	-81%	-2%	-8	?	2	14%	2%	-6%	0%	?	-2%
CC(C)OC(=O)NC(C)(C)COC(=O)Nc1cccc(Cl)c1	1%	18%	7	?	-1	1%	12%	-4%	0%	-2%	4%
O=C(CN1C(=O)/C(=C\c2ccccc2Cl)Oc2ccccc21)NCc1cccnc1	0%	1%	-4	2%	-17	-3%	-7%	-5%	8%	5%	82%[activator]
O=C(COC(=O)c1ccc(S(=O)(=O)N2CCCC2)cc1)NCCc1ccc(F)cc1	.	.	5	2%	0	.	.	-17%	1%	.	0%
CC(C)n1c(N)c(C#N)c2ccc([N+](=O)[O-])cc2c1=O	0%	.	1	?	-11	9%	5%	11%	1%	.	16%
C#CCOCCOCCOCCNc1nc(N2CCN(C(=O)[C@H](Cc3cc4ccccc4[nH]3)n3cc([C@@H](N)C(C)CC)nn3)CC2)nc(N2CCN(C(=O)[C@H](Cc3cc4ccccc4[nH]3)n3cc([C@@H](N)Cc4ccc(O)cc4)nn3)CC2)n1 (stereo partly drawn)	2%	?	.	17%	-7	-1%	-2%	-1%	-1%	-29%	.
CCCCCn1nc(C(=O)OCc2nnc(-c3ccccc3)o2)c2ccccc2c1=O	.	.	4	7%	7	.	1%	6%	0%	.	-2%
Clc1ccc(CSc2nnc(CN3CCOCC3)n2-c2ccccc2)cc1Cl	-5%	?	5	6%	-12	-3%	1%	-10%	1%	1%	-6%
COc1ccc(/C=N/NC(=O)c2cc[n+]([O-])cc2)cc1OC	-5%	-1%	-1	1%	6	7%	3%	2%	0%	?	3%
CCCCOc1ccc(C(=S)N2CCC(C(N)=O)CC2)cc1	-2%	6%	15	2%	6	6%	0%	-12%	2%	-2%	3%
COC(=O)c1cccc(Cn2nnc3ccccc3c2=O)c1	1%	-13%	5	?	8	2%	2%	4%	2%	-3%	2%
O=C(N1CCCCCC1)N1CCN(S(=O)(=O)N2CCCCC2)CC1	2%	22%	0	?	0	-6%	-1%	-31%	-1%	-5%	-1%
CN(CC(=O)Nc1ccc(F)c(F)c1F)C(=O)CCN1C(=O)C2CCCCC2C1=O (stereo not drawn)	.	.	3	8%	-9	.	5%	12%	1%	.	8%
CN(CC(=O)Nc1c(Cl)cccc1Cl)C(=O)c1ccncc1	-6%	.	-20	-7%	0	-5%	0%	-5%	2%	2%	4%
Cc1c(C)c2cc(Cl)c(O)c(CN(C)C)c2oc1=O	-13%	-2%	-13	0%	-8	-4%	-3%	5%	1%	52%[activator]	i
O=C(Nc1ccc(Br)cc1)c1cccc(N2C(=O)C3CCCCC3C2=O)c1 (stereo not drawn)	2%	?	7	1%	-18	-1%	1%	-1%	0%	3%	-6%
CCCCOC(=O)/C=C\C(=O)OCCCC	6%	.	-5	-1%	5	4%	-4%	3%	1%	4%	0%
Cc1ccc(-c2noc(CCC(=O)NC3CC3)n2)cc1	0%	18%	-18	5%	18	1%	8%	3%	2%	-8%	-3%
CCOC(=O)N1CCC(NC(=O)c2cc3c(-c4ccc(Cl)cc4)nn(C)c3s2)CC1	1%	9%	6	?	-6	1%	-4%	-1%	-1%	-1%	-1%
CCOC(=O)C1=C(N)Oc2cc(C)n(CCc3ccc(OC)c(OC)c3)c(=O)c2C1c1cccnc1 (stereo not drawn)	-3%	13%	5	-16%	-3	1%	1%	7%	-7%	-13%	3%
COc1ccc(CCNC(=O)CSc2n[nH]c(N)n2)cc1	.	0%	6	1%	-18	-1%	-4%	8%	3%	-2%	3%
O=C(COC(=O)Cn1cnc2ccccc21)Nc1ccc(OC(F)F)cc1	.	.	0	-7%	.	.	.	1%	2%	.	-8%
SMILES	PKM2 act	Menin MLL FP TR	hERG WT inh	Chronic BCR inh	TSHR antag	GALK inh	Mito fusion yeast	Eya2 inh	USP2a block	MBNL1 CUG block	ASM inhibitor
CCN(CC)C(=O)CSc1nc2ccccc2c(=O)n1CC1CCCCC1	-1%	-2%	9	4%	9	-1%	16%	-5%	1%	-6%	-1%
O=C(NCC1CCCO1)c1ccccc1-c1nc(-c2ccccc2)no1 (stereo not drawn)	3%	-2%	-4	-1%	-3	5%	6%	-1%	1%	0%	-2%
Cc1ccc(C(=O)C[n+]2cc(Br)cc(Br)c2)cc1[N+](=O)[O-]	4%	-2%	22	0%	2	.	-8%	-3%	-3%	30%	-3%
Cc1cc(C(c2nnnn2Cc2ccccc2)N2CCOCC2)c(C)n1-c1ccc2c(c1)OCO2 (stereo not drawn)	23%	-13%	-1	?	-2	2%	-8%	-6%	-10%	-6%	0%
O=C(CNC(c1ccccc1)c1ccccc1)Nc1cc([N+](=O)[O-])ccc1Cl	-1%	0%	-5	4%	-22	-6%	0%	-5%	-9%	25%	-7%
N=c1oc2ccc3ccccc3c2cc1-c1nc(-c2ccccc2)cs1	0%	-11%	7	-7%	4	.	-6%	4%	5%	-2%	407%[activator]
CCN(CC)CCN1C(=O)C(=O)/C(=C(/O)c2cnn(-c3ccccc3)c2C)C1c1ccc(C)o1 (stereo not drawn)	3%	-5%	-7	?	14	0%	-1%	-3%	3%	12%	0%
Cn1ncc(C#N)c1/N=C/N1CCOCC1	-4%	2%	-11	4%	-2	-3%	-9%	4%	2%	4%	7%
CCOC(=O)N1CCN(C(=O)CSc2nnc(COc3ccc(Cl)cc3)o2)CC1	-4%	12%	4	-19%	14	2%	3%	-5%	-2%	-11%	-6%
Cc1cccc(NC(=O)[C@@H]2CCCN2S(=O)(=O)c2ccc(Cl)cc2)c1	.	.	7	3%	.	.	.	-19%	1%	.	0%
O=C(c1ccc(Cl)cc1)N1CCCC(c2ccccc2)=N1	-8%	-17%	1	?	-7	.	6%	-2%	1%	-15%	-11%
CC(CN1CCOCC1)OC(=O)/C=C/c1ccccc1 (stereo not drawn)	-1%	?	-1	?	-25	0%	0%	-8%	2%	-3%	5%
COc1ccc2c(c1OC)C(=O)OC2n1c(O)c(N=NC(C)=O)c2ccccc21 (stereo not drawn)	6%	.	-10	24%	1	0%	-2%	-18%	3%	.	4%
COc1ccc(C(CNC(=O)c2ccc(S(=O)(=O)N3CCCC3)cc2)N(C)C)cc1OC (stereo not drawn)	-23%	-8%	7	-6%	-9	-2%	-7%	-3%	-2%	-2%	2%
Cc1cccc(OCC(=O)N/N=C/C=C/c2ccco2)c1	20%	?	4	?	-3	.	4%	-2%	?	4%	-2%
Cc1ccc(S(=O)(=O)c2nc(S(C)(=O)=O)sc2N2CCC(C)CC2)cc1	.	.	-4	?	19	0%	-9%	-8%	0%	-1%	0%
CCOC(=O)c1ccccc1NC(=O)COc1ccccc1	17%	2%	-2	?	11	-5%	22%	0%	0%	-2%	-5%
COc1ccc(C(=O)Nc2cc(C)nn2-c2ccc(C)cc2)cc1	.	-10%	-1	5%	21	-2%	5%	15%	2%	-3%	-16%
COc1ccc(OC)c(C(=O)Cn2c3[n+](c4ccc(C(F)(F)F)cc42)CCCCC3)c1	-26%	?	2	-5%	9	10%	8%	6%	1%	4%	29%

Not all compounds are listed, so the mix of outcomes need not match the whole.
